P. falciparum M1AAP: malaria alanyl aminopeptidase activity blockers – biochemical, fluorogenic H-Leu-NHMec substrate, 1536-well (AID 1445) | 220,000 tested, 0.42% active | recombinant M1AAP, H-Leu-NHMec fluorogenic kinetic assay; higher % means a stronger effect | one-dose inhibition, % at 30 µM; IC50 in µM for titrated hits;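 active = primary inhibition above the hit cutoff, then over 50% inhibition at one or more dose response concentrations, cut at about 23% in these data, passing the limit was not always enough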;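 note: plate controls were DMSO full reaction for no effect and no enzyme background for full effect; strong numbers were not always called active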
WT yeast gro inh: growth inhibition of WT yeast, mitochondrial fusion screen | 190,000 tested, 2.1% active | mitochondrial fusion phenotypic screen, WT strain | inhibition, % at 10 µM; in the data active = inhibition above about 58%; tested in S. cerevisiae
Yfh1-depleted yeast: enhancers of respiration in Yfh1-depleted yeast, dose response, Friedreich's ataxia, plus single-dose screen (AID 1465). S. cerevisiae Yfh1-off respiration, WST-1 reduction, 72 h; higher fold induction means a stronger effect. fold induction at 50 µM; hits with a dose series show EC50 in µM. 220,000 tested, 0.074% active;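 active = fold induction of absorbance versus untreated yeast above a set limit, then at least 30% activation at any dose in follow-up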;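 note: activators that raise dye reduction in frataxin-depleted yeast; strong numbers were not always called active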
MT stabilize HCS: microtubule stabilization, imaging screen; AID 2205; % tubulin-high responders, % at 10 µM; HeLa tubulin immunostaining HCS, 24 h; share of cells brighter than vehicle mean+2SD; 200,000 tested, 0.83% active;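 active = plate Z-score above 3 for both tubulin-high and condensed-nucleus cell shares, with cell loss under 80%, at 10 µM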;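 note: anti alpha tubulin signal scored within the nucleus-defined area of each cell; some results filed as inactive read as strong as hits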
M17LAP inhibition: P. falciparum M17LAP inhibitors, primary screen, biochemical, fluorogenic H-Leu-NHMec substrate, 1536-well (AID 1619) | 220,000 tested, 0.38% active | recombinant M17LAP, H-Leu-NHMec fluorogenic kinetic assay; higher % means a stronger effect | inhibition, % at 30 µM, or IC50 in µM where a hit was titrated;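 active = compound inhibiting the enzyme by more than half at any dose during confirmatory dose-response retesting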;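 note: plate controls were full reaction with DMSO carrier for no effect and no enzyme background for full effect; strong numbers were not always called active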
bCat nuc transl: beta-catenin nuclear translocation modulation | nuclear translocation activity, % at 5 µM | 190,000 tested, 0.3% active | HeLa beta-catenin nuclear translocation, immunofluorescence imaging | AID 1665;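 active = nuclear translocation activity above 50% at 5 µM, with a well cell count of 50 or more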;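 note: per-cell ratio of nuclear to cytoplasmic median beta-catenin stain intensity; plate controls were DMSO negative control for no effect and GSK-3 inhibitor IX positive control for full effect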
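Test system: human HeLa cells, endogenous beta-catenin. Times: 24 h compound exposure, 37°C. Measured by: beta-catenin immunofluorescence imaging with DAPI.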
Dynein transport: blocks dynein driven cargo transport along microtubules; 220,000 tested, 0.47% active; 3617.4 mouse cells, GR-EGFP nuclear translocation imaging; test concentration mostly 20 µM; stimulated with dexamethasone, 1 µM; stronger effect = lower value; AID 1381; z-score, hits read low;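 active = plate z-score of nuclear minus cytoplasmic receptor signal below a set negative limit, without overly bright fluorescence or cell loss, cut at about -3.5 in these data, passing the limit was not always enough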;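 note: z-score of nuclear minus cytoplasmic ring GR-EGFP intensity difference per well; some compounds called inactive have numbers as strong as hits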
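Also added: dexamethasone, 1.0 µM final. Medium: tet-free, stripped-serum medium. Detection: fixed, Hoechst-stained cells imaged at 10x for EGFP. Read-out: nuclear-to-cytoplasmic GR-EGFP distribution per well. Times: induction 48 h, compound 1 h, agonist 30 min.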
Autophagy HCS: modulators of autophagy; MEF GFP-LC3 puncta imaging; test concentration mostly 10 µM; calls only at 10 µM (by protocol); 190,000 tested, 0.98% active; AID 463193;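 active = percentage of spot-positive cells more than 3 SD above its plate mean, without a fluorescence outlier flag or 80% toxicity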;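 note: spot-positive cell cutoff set from DMSO-treated cells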
T cell HTS: T cell immune modulation candidate; calls only at 7 µM; 2C CD8+ T cell-vesicle binding, flow cytometry; stronger effect = lower value; 330,000 tested, 0.068% active; AID 2052;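 active = response, share of CD8 T cells binding vesicles, and their 90th percentile fluorescence all below set limits, cut at about 80% in these data, passing the limit was not always enough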
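Assay system – 2C mouse CD8+ T cells · Also added – QL9-loaded Drosophila micro-vesicles · Timing – Cell–vesicle co-incubation 1.5 h at 37 °C, staining 20 min on ice · Signal – flow cytometry of vesicle-bound cells · Measure – percent CD8+ FL2 mean versus row control · Controls – Peptide-free naked vesicles (low) and QL9 vesicles with 0.7% DMSO vehicle (high)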
WT yeast gro inh mutant strain: second read-out of WT yeast gro inh, no call of its own (marks repeat the call); inhibition, %; mitochondrial fusion phenotypic screen, mutant strain inhibition
Dynein transport cytoplasmic EGFP: further read-out of Dynein transport, marked with its call; z-score; measured here: cytoplasmic GR-EGFP intensity; stronger effect = higher value
Dynein transport nuclear GR-EGFP: second read-out of Dynein transport, no call of its own (marks repeat the call); z-score; measured here: nuclear GR-EGFP intensity;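 lower value marks the stronger effect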
Dynein transport cell count: also measured in Dynein transport; calls as there; z-score; measured here: cell count per field
bCat nuc transl cell count 5 µM: further read-out of bCat nuc transl, marked with its call; cell count; measured here: cell count, cytotoxicity flag
T cell HTS vesicle-bound %: second read-out of T cell HTS, no call of its own (marks repeat the call); double positive events, %; measured here: CD8+ vesicle-bound cell fraction;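 binding gate set so that unloaded-vesicle control wells show 10% double positive cells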
MT stabilize HCS Hoechst-high %: recorded beside MT stabilize HCS, whose call it bears; % Hoechst-high responders; measured here: nuclear condensation Hoechst responders;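 share of cells brighter than vehicle mean plus two SD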
MT stabilize HCS cytotoxicity %: second read-out of MT stabilize HCS, no call of its own (marks repeat the call); toxicity, %; measured here: cytotoxicity by cell density;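 0% = mean cell density of plate MIN control wells and 100% = no cells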
Autophagy HCS cell loss 18 h: recorded beside Autophagy HCS, whose call it bears; toxicity, %; measured here: cell loss, nuclei count;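 cell loss after 18 h compound exposure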
An asterisk follows results filed as active; i = inactive; nt = not tested or not shown. Compounds were not picked by outcome; overall some 4.4% were active at least once.

SMILES | P. falciparum M1AAP | WT yeast gro inh | WT yeast gro inh mutant strain | Yfh1-depleted yeast | MT stabilize HCS | MT stabilize HCS Hoechst-high % | MT stabilize HCS cytotoxicity % | M17LAP inhibition | bCat nuc transl | bCat nuc transl cell count 5 µM | Dynein transport | Dynein transport cytoplasmic EGFP | Dynein transport nuclear GR-EGFP | Dynein transport cell count | Autophagy HCS | Autophagy HCS cell loss 18 h | T cell HTS | T cell HTS vesicle-bound %
Cn1c(Cc2ccccc2)nnc1SCC(=O)NCCc1ccccc1 | -2% | 11 | 4 | i | 2.6 | 1.7 | 12 | 12% | -3.4 | 1103 | -0.37 | 0.016 | 0.58 | -0.63 | i | 14 | i | 46
O=C(CCCn1c(=S)[nH]c2ccsc2c1=O)NCc1ccco1 | 10% | -2 | -7 | i | 3.1 | 1.9 | 9.1 | 17% | nt | nt | -0.7 | -0.071 | 0.0068 | -0.22 | i | 2 | nt | nt
CC(C)(C)C(=O)NC(=C(Cl)Cl)P(=O)(O)O | 35% | -12 | 2 | i | 4.4 | 3.5 | 3.8 | 9% | -1.8 | 1388 | -0.93 | -0.32 | -0.33 | 0.59 | i | -2 | i | 53
OCc1cn(-c2ccccc2)nc1-c1ccc2c(c1)OCCO2 | 3% | -1 | 3 | i | 1.1 | 1.9 | 6.0 | 10% | nt | nt | 0.5 | -0.22 | 0.18 | -0.15 | i | -7 | i | 44
CC1=NOC(=O)/C1=C\c1ccc(-c2ccc(Br)cc2)o1 | 21% | 75* | 75* | i | 1.2 | 1.2 | 0.8 | 10% | 0.8 | 544 | -4.1* | 1.4* | -1.8* | 0.83* | i | 7 | nt | nt
NC(=S)NNc1cc(Cl)cc(Cl)c1 | 9% | -1 | 15 | i | 1.7 | 0.8 | 8.0 | -8% | -6.5 | 1135 | -0.14 | 0.16 | 0.28 | 0.18 | i | -2 | i | 46
CNC(=O)Nc1ccccc1F | 4% | 0 | -9 | i | 1.0 | 1.6 | 12 | 4% | nt | nt | 0.052 | -0.22 | -0.21 | 0.35 | i | 3 | i | 43
COc1ccc(NC(=O)/C(C#N)=C\c2ccc(Br)o2)cc1 | 7% | nt | nt | i | nt | nt | nt | 5% | 0.4 | 1344 | -0.22 | -0.063 | 0.54 | -0.36 | nt | nt | i | 40
CCOc1ccc(C2C(C#N)=C(N)SC(N)=C2C#N)cc1OCC | 1% | 19 | 8 | i | nt | nt | nt | -14% | 2.9 | 1128 | nt | nt | nt | nt | nt | nt | i | 38
COC(=O)CC(NC(=O)c1ccco1)c1ccc(C(C)C)cc1 (stereo unspecified) | 1% | 1 | 11 | i | 1.1 | 1.0 | 6.1 | 5% | -3.8 | 1215 | 0.69 | -0.11 | 0.24 | -0.61 | i | 4 | i | 27
N#Cc1ccc(/C=C/C(=O)c2cccnc2)cc1 | 10% | 1 | 14 | i | 5.3 | 2.6 | 8.2 | 0% | -2.1 | 1101 | -5* | 0.46* | -1.8* | 0.42* | i | 13 | i | 6
CCc1ccc(NC(=S)N2CCCCCCC2)cc1 | 1% | 64* | 49* | i | 5.3 | 2.1 | 6.3 | -1% | -2.2 | 1134 | 1.4 | -0.081 | 0.33 | -1.1 | i | -9 | i | 40
CCOC(=O)c1ccc(N2C(=O)CC(SCC(N)C(=O)OCC)C2=O)cc1 (stereo unspecified) | 4% | -7 | -5 | i | 4.0 | 2.7 | 3.2 | 29% | 8.8 | 1053 | 0.74 | -0.23 | 0.94 | 0.37 | i | 1 | i | 12
Nn1c(SCC(=O)N2CCN(S(=O)(=O)c3ccc(Cl)cc3)CC2)nnc1-c1cccs1 | 6% | -1 | 9 | i | 1.5 | 1.4 | 1.7 | -14% | 0.9 | 965 | 0.052 | -0.1 | 0.024 | -0.5 | i | 14 | i | 28
C=CCNC(=O)c1ccc2nc(-c3ccccc3)c(-c3ccccc3)nc2c1 | 10% | 20 | 28 | i | 2.0 | 2.1 | 13 | 7% | -2.4 | 1369 | -0.34 | -0.23 | 0.44 | 0.96 | i | -11 | i | 43
Cc1ccc(NC(=O)CCC(=O)NNC(=O)COc2cccc3ccccc23)c(C)c1 | 3% | 3 | -3 | i | 2.1 | 1.6 | 8.0 | -11% | 0.6 | 1360 | 0.23 | -0.24 | 0.5 | 0.49 | i | 10 | i | 27
CC(=O)Nc1ccc(S(=O)(=O)NNC(=O)COc2cc(C)ccc2C(C)C)cc1 | -1% | -15 | 27 | i | 2.1 | 0.9 | 3.3 | 1% | -0.2 | 1151 | -0.34 | -0.26 | 0.18 | 0.13 | i | -10 | i | 52
CN(Cc1ccccc1)C(=O)CN1CCN(C(c2ccccc2)c2ccccc2)CC1 | -1% | 30 | 21 | i | 2.1 | 1.1 | 2.3 | -1% | -4.4 | 1070 | 0.14 | -0.26 | 0.27 | -0.42 | i | 15 | i | 50
COc1cc(NC(=O)c2cccc3c2C(=O)N(Cc2cccnc2)C3)cc(OC)c1OC | 8% | 0 | -3 | i | 1.9 | 2.5 | 8.3 | -2% | 2.5 | 1087 | -0.3 | -0.17 | 0.13 | 0.51 | i | -6 | i | 15
COc1cccc(NC(=O)Nc2ccc(CC(=O)O)cc2)c1 | -1% | -6 | -2 | i | 4.9 | 1.9 | 4.1 | -2% | -0.7 | 1073 | 1.5 | -0.32 | 0.81 | -0.83 | i | 35 | i | 52
COc1ccc(NC(=O)C(C)NS(=O)(=O)c2ccc(NC(C)=O)cc2)cc1Cl (stereo unspecified) | 2% | -12 | -1 | i | 3.9 | 2.3 | 6.5 | 5% | -4.4 | 535 | -0.73 | -0.23 | -0.5 | 0.82 | i | 1 | i | 53
Cc1nc(-c2ccccn2)nc(N2CCOCC2)c1Cl | -5% | nt | nt | i | nt | nt | nt | -3% | -0.7 | 1316 | 1.4 | -0.21 | 0.43 | -0.25 | nt | nt | i | 13
CN(C)S(=O)(=O)c1ccc(C(=O)OCn2nnc3ccccc3c2=O)cc1 | -3% | -8 | -23 | i | 2.2 | 3.8 | 7.5 | 4% | 6.1 | 968 | 2.1 | 0.24 | 1.6 | -1.5 | i | 10 | i | 9
Cc1ccc(C(=O)n2c(N)nc3ccccc32)cc1 | -6% | 31 | 25 | i | 5.0 | 1.8 | 3.4 | 12% | -0.9 | 1496 | 0.016 | -0.33 | -0.5 | 0.25 | i | -8 | i | 48
COC(=O)c1cc(NC(=O)CN2CCC(C(N)=O)(N3CCCCC3)CC2)cc(C(=O)OC)c1 | -1% | -9 | -1 | i | 2.8 | 1.5 | 0.3 | 9% | nt | nt | -0.45 | -0.27 | -0.89 | 1.9 | i | -7 | i | 32
CCOC(=O)C1CCN(C(=O)CCS(=O)(=O)c2ccc3c(c2)CC(C)N3C(=O)CC)CC1 (stereo unspecified) | 2% | -25 | -2 | i | 1.5 | 2.1 | 9.6 | 6% | -0.3 | 1116 | -0.49 | -0.23 | -0.31 | 0.081 | i | 10 | i | 26
COc1ccc(Nc2nc(-c3cccs3)cs2)cc1 | 10% | 6 | -8 | i | 2.8 | 2.0 | 7.9 | -3% | -0.5 | 1385 | -0.46 | -0.2 | -0.95 | 0.12 | i | 0 | i | 36
O=C(Nc1nnc(C2=COCCO2)o1)c1ccc(Cc2ccccc2)cc1 | -22% | 68* | 50* | i | 2.2 | 3.2 | 7.3 | -8% | -3.9 | 1082 | -0.88 | -0.3 | 0.18 | 1.7 | i | 11 | i | 26
CC(=O)N(C)c1cccc([N+](=O)[O-])c1 | 1% | -7 | 3 | i | 3.6 | 2.1 | 4.3 | -1% | 0.0 | 1160 | 0.37 | -0.39 | 0.25 | 0.9 | i | -1 | i | 59
c1ccc(Nc2ncnc3[nH]ncc23)cc1 | 1% | nt | nt | i | nt | nt | nt | 16% | -0.6 | 1299 | 0.33 | -0.22 | 0.26 | -1.1 | nt | nt | i | 15

Laid out differently: two of the compounds above
SMILES	P. falciparum M1AAP	WT yeast gro inh	WT yeast gro inh mutant strain	Yfh1-depleted yeast	MT stabilize HCS	MT stabilize HCS Hoechst-high %	MT stabilize HCS cytotoxicity %	M17LAP inhibition	bCat nuc transl	bCat nuc transl cell count 5 µM	Dynein transport	Dynein transport cytoplasmic EGFP	Dynein transport nuclear GR-EGFP	Dynein transport cell count	Autophagy HCS	Autophagy HCS cell loss 18 h	T cell HTS	T cell HTS vesicle-bound %
Cc1nc(-c2ccccn2)nc(N2CCOCC2)c1Cl	-5%	nt	nt	i	nt	nt	nt	-3%	-0.7	1316	1.4	-0.21	0.43	-0.25	nt	nt	i	13
CN(C)S(=O)(=O)c1ccc(C(=O)OCn2nnc3ccccc3c2=O)cc1	-3%	-8	-23	i	2.2	3.8	7.5	4%	6.1	968	2.1	0.24	1.6	-1.5	i	10	i	9

Screening data: PubChem BioAssay, several laboratories
